Compound activity from PubChem.
TTR transcr act – activators of transthyretin transcription | SH-SY5Y TTR promoter Gaussia luciferase, luminescence; 100% = recombinant luciferase protein wells | activation, % at 16.7 µM | 1.3% of 92,000 active;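 active = activation above the mean of all tested compounds plus 3 SD, cut at about 9.5% in these data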;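 note: cells exposed to compounds for one day before reading; 0% = median of all test compound wells on the plate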
* hit, by the source's call. The list is partial. The share of hits here may be higher or lower than overall.

SMILES	TTR transcr act
CC(=O)N1CCc2cc(S(=O)(=O)CCC(=O)Nc3ccc(Cl)cc3F)ccc21	2.5
CNC(=O)NC(=O)CSc1nnc(C(F)(F)F)n1C	2.7
COc1ccc(NC(=O)CSc2nc(C)c3c(c2C#N)CCCC3)cc1	1.9
CCN(CC)C(=O)c1nc[nH]c1C(=O)N1CCN(C(=O)OC(C)(C)C)CC1	-0.5
CCCCNC(=O)Nc1c(C)cc(SC#N)cc1C	-2.0
C[C@@H]1NC(=O)/C(=C\c2ccccc2Br)NC1=O	-0.6
Cc1ccc(-c2cc(C(=O)N3CCCc4ccccc43)no2)cc1	-0.9
CC(=O)N1N=C(c2ccc3ccccc3c2)OC12CCCC2	-1.4
CC/C(=N\NC(=S)Nc1cccc(C)c1)c1ccccc1	-2.6
COc1ccc(C2=NC(C(F)(F)F)(C(F)(F)F)c3c(n(C)c(=O)n(C)c3=O)N2)cc1	-1.4
CC(=O)Nc1ccc(NC(=O)c2cc(-n3cnnc3)ccc2Cl)cc1	-1.5
CC(C)Nc1nc(NC(C)C)nc(N(C)n2cnnc2)n1	4.3
COc1ccc(C(=O)Nc2ccc(O)c3ccccc23)cc1OC	-0.5
Cc1ccc(N2C(=O)CC(Cn3nc(C)cc3C)C2=O)cc1 (stereo not given)	-1.4
CSc1ccccc1NC(=O)c1noc2c1CCC2	0.8
O=C(CN1C(=O)CC(c2ccccc2)S(=O)(=O)c2ccccc21)NC1CCCC1 (stereo not given)	4.3
O=C(c1cn(-c2ccccc2)nc1-c1ccccc1)n1nnc2ccccc21	2.9
CCOC(=O)C1(C)CCN1C(=O)Cc1ccc(OC)cc1 (stereo not given)	5.0
CCc1ccccc1NC(=O)CSc1nnc([C@@H]2CCCN2C(=O)OC(C)(C)C)o1	1.1
CC(=O)c1cccc(NC(=O)c2oc(C)nc2C)c1	1.3
O=C1/C(=C/c2ccncc2)Oc2cc(OS(=O)(=O)c3ccccc3)ccc21	-0.2
CC(C)C[C@@H](COc1ccccc1)N1CCN(Cc2ccccc2)CCC1=O	2.5
NC(=O)C1CCN(C(=O)CCNS(=O)(=O)c2cc(Br)cnc2N)CC1	-1.6
Cc1cc(C)n(CCC(=O)N=Nc2c(O)[nH]c3ccccc23)n1	-0.3
O=C(CSc1nnc(CNC(=O)c2ccccc2)o1)Nc1nccs1	2.9
C[C@H]1CN([C@@H](C)CO)C(=O)c2cccc(NC(=O)c3ccc(-c4nccs4)cc3)c2O[C@@H]1CN(C)C(=O)NC1CCCCC1	-0.5
CC(=O)NCCC(=O)Nc1nc(-c2ccccc2Cl)cs1	2.6
COc1ccc(S[C@]2(C(=O)N3CCOCC3)CC(=O)N[C@@H]2c2ccc(OC)cc2)cc1	-1.6
Cc1cccc(-n2c(O)c(C=NC3CCS(=O)(=O)C3)c3ccccc3c2=O)c1C (stereo not given)	1.2
CCN(CC)S(=O)(=O)c1ccc(N2CCCCC2)c(NC(=O)/C=C/c2cc(OC)c(OC)c(OC)c2)c1	-1.6
O=C1C=C(c2cccc(O)c2)CCC1	-4.6
Cc1cc(C)c(NC(=O)CN2C(=O)NC3(CCOc4ccccc43)C2=O)c(C)c1 (stereo not given)	1.1
CCCc1nn(C)c2c1C(c1ccncc1)C(C#N)=C(N)O2 (stereo not given)	6.8
O=S1(=O)CCN(Cc2ccc(F)cc2)CC1	-1.0
COc1cccc(NC(=O)CN(C)C(=O)c2cc(-c3ccc(C)o3)nc3ccccc23)c1	2.3
Cc1ccc(C)c(N2CCN(C(=O)CCCCn3c(=O)[nH]c4ccccc4c3=O)CC2)c1	-4.0
CC(C)(C)c1cc[n+](/C(C(=S)NC2CC2)=C(/[O-])c2ccc(Cl)s2)cc1	2.1
N/C(=N\N=Cc1ccc2c(c1)OCO2)NN=Cc1ccc2c(c1)OCO2	-1.8
COc1ccc2c(c1OC)C(=O)N1C2SC(C)(C)[C@H]1C(=O)NC1CCCC1 (stereo not given in full)	-0.8
CC(C)c1nc(C(N)=O)c2[nH]c(=O)n(-c3ccc(F)cc3)c2n1	9.8*
Cc1cccc(CSc2nnc(CCCCCNC(=O)OC(C)(C)C)o2)c1	3.0
CC(C)(C)C1CCC(=NOC(=O)c2ccc(F)cc2)CC1 (stereo not given)	-1.8
Cc1cc(C(=O)Nc2sc3c(c2C#N)CCC(C)C3)cs1 (stereo not given)	-1.1
O=c1nc2n(c3ncccc13)CCC2	0.3
ON(CCc1ccncc1)Cc1ccccc1	-1.3
CCCCn1nnnc1C(c1cc2ccccc2o1)N1CCN(c2ccccc2F)CC1 (stereo not given)	-2.1
CN1CCN(c2nc3c(c(=O)[nH]c(=O)n3C)n2Cc2cccc(Br)c2)CC1	0.6
CCOC(=O)c1csc(COc2ccc(OC)cc2)n1	8.8
CC1(C)CC(=O)C(=Cc2cn(-c3ccccc3)nc2-c2ccccc2)C(=O)C1	2.0
CCOC(=O)C(NCCOC)(NC(C)=O)C(F)(F)F (stereo not given)	-1.9
Next part:
SMILES	TTR transcr act
O=C(CCN1C(=O)S/C(=C/c2ccc(F)cc2)C1=O)Nc1ccc(O)c(C(=O)O)c1	1.7
COc1cccc(CN(C)C(=O)c2cc(COc3ccc(-n4cncn4)cc3)on2)c1	-0.6
COc1ccc(C(=O)N/C(=C/c2cccs2)c2nc3ccccc3[nH]2)cc1OC	-1.0
COc1ccc(N2CC(C(=O)Nc3ccc(S(=O)(=O)Nc4nc(C)cc(C)n4)cc3)CC2=O)cc1 (stereo not given)	-0.5
C[C@@H]1CN([C@@H](C)CO)C(=O)CCCn2nncc2CO[C@@H]1CN(C)S(=O)(=O)c1cccs1	0.9
COc1cccc(OC)c1NC(=O)OCCN1CCCC12CCC(c1ccccc1)CC2 (stereo not given)	0.9
O=C1CN(C(=O)c2cc3ccccc3oc2=O)C(c2ccccc2)c2cc(F)ccc2N1 (stereo not given)	0.6
COc1c(F)c(F)c(-c2csc(N)n2)c(F)c1F	0.6
CC(O)CNCc1ccc(Cl)cc1Cl (stereo not given)	1.1
CN1CCN(C(=O)c2ccccc2NC(=O)CCN2C(=O)c3ccccc3C2=O)CC1	3.3
CC(C)[C@H](NC(=O)c1ccc(F)cc1)C(=O)N(C)Cc1cccs1	0.7
Cc1cccc(C)c1NC(=O)CNC(=O)c1cnccn1	1.6
Cc1cc(=O)oc2c(C)c(OC(C)C(=O)N3CC[C@@]4(O)CCCC[C@H]4C3)ccc12 (stereo not given in full)	0.8
COc1cc(NC(=O)CCCc2c[nH]c3ccccc23)cc(OC)c1	-0.1
CCCCOc1ccc(C(=O)NC2CCCCN(Cc3ccc(Cl)cc3)C2=O)cc1 (stereo not given)	-2.0
C=CCn1c(SCC(=O)N2CCc3ccccc3C2)nnc1-c1ccncc1	-1.9
O=C(NCC(=O)N1CCN(S(=O)(=O)c2ccc3c(c2)OCCO3)CC1)c1ccccc1Cl	-1.0
COc1ccc(Cl)cc1-c1cc(C(=O)N[C@H](C)c2ccccc2)[nH]n1	0.7
Fc1ccccc1/C=N/Nc1nn[nH]n1	8.7
Cc1ccc(OC(=O)C23CC4CC(CC(C4)C2)C3)c(C)n1	1.2
CCOc1ccc(CNC(=O)CN2C(=O)CSc3ccc(S(=O)(=O)N4CCOCC4)cc32)cc1	2.5
O=C(Nc1ccccc1)c1sc(Cl)nc1-c1ccccc1	0.2
CCOc1ccc(NC(=O)CC2C(=O)N(c3ccc(OCC)cc3)C(=S)N2C2CC2)cc1 (stereo not given)	-0.7
O=S(=O)(NCC(O)c1ccccc1)c1ccc(-c2ccccn2)s1 (stereo not given)	-2.7
CC(C)(O)C#Cc1ccc(CNC[C@H]2O[C@@H](n3cnc(C(N)=O)n3)[C@H](O)[C@@H]2O)s1	1.5
COc1ccc2oc(=O)cc(CN(C)Cc3ccccc3)c2c1	-1.4
COc1cccc(N/C=C/C(=O)c2ccc(C)cc2)c1	-1.4
COC(=O)c1c(NC(=O)c2ccco2)sc(C(=O)N2CCCC2)c1C	0.0
Clc1ccc(/C=N/N2CCN(Cc3ccccc3Cl)CC2)cc1	-0.1
COc1cccc(S(=O)(=O)N(C)C[C@H]2OCc3cn(nn3)CCCC(=O)N([C@@H](C)CO)C[C@@H]2C)c1	0.1
Cc1ccc2cc(F)c(F)c(F)c2n1	-1.1
Cc1cc2ccccc2nc1SCC(=O)N1CCCC1	2.8
CCCOc1ccc(NC(=O)CC2Nc3ccccc3NC2=O)cc1 (stereo not given)	-2.6
CCN1C(=O)[C@H]2[C@@H](c3ccc(-c4cccc(Cl)c4)c(OC)c3)N[C@@](CC(C)C)(C(=O)OC)[C@H]2C1=O	-3.2
O=C(Nc1ccc(C(=O)O)cc1)/C(=C\c1ccc2c(c1)OCO2)NC(=O)c1ccc(Br)cc1	-0.6
CC1CCN(C(=O)c2nc[nH]c2C(=O)N2CCC(C)CC2)CC1	3.9
Cc1ccnc(NC(=O)CS(=O)(=O)Cc2ccccc2)c1	-1.0
O=C(OCC(=O)c1ccc[nH]1)c1ccc(S(=O)(=O)N2CCCCC2)cc1	8.4
O=C(Nc1cnccn1)c1csc2ccccc12	-0.5
CCCCNC(=O)N(CC)c1c(N)n(Cc2ccccc2)c(=O)[nH]c1=O	-0.2

Some of these compounds in order of their number in TTR transcr act, smallest number first:
Molecule | TTR transcr act
ON(CCc1ccncc1)Cc1ccccc1 | -1.3
Cc1ccc(-c2cc(C(=O)N3CCCc4ccccc43)no2)cc1 | -0.9
Cc1ccc(OC(=O)C23CC4CC(CC(C4)C2)C3)c(C)n1 | 1.2

New compounds follow:
SMILES	TTR transcr act
COc1ccc(NC(=O)CN(C)C2CCCCC2)c([N+](=O)[O-])c1	1.4
Cc1ccccc1-c1nn2c(-c3ccccc3)nnc2s1	-0.8
CCCC(=O)C1=C(SCC)CC(C)(C)C(C(=O)OC)C1=O (stereo not given)	-0.1
CCC(C(=O)NCc1ccco1)N(C(=O)CNS(=O)(=O)c1ccccc1)C1CCCCC1 (stereo not given)	1.3
Cc1ccc(S(=O)(=O)CC(=O)c2ccc([N+](=O)[O-])cc2)cc1	-1.0
Cc1ccc(SCc2[nH]nc3c2C(C(C)C)C(C#N)=C(N)O3)cc1 (stereo not given)	-0.7
CCOC(=O)c1c(NC(=O)CN2C(=O)NC(C)(c3ccccc3)C2=O)sc(C)c1C (stereo not given)	2.7
Cc1ccc(S(=O)(=O)N2CCC(C(=O)N[C@@H](Cc3ccccc3)C(=O)O)CC2)cc1	0.7
Cc1ccc(C(=O)Oc2ccc(/C=N/NC(N)=O)cc2)cc1	0.1
Cc1cc(C(=O)COC(=O)c2cccnc2Cl)c(C)n1-c1c(C)n(C)n(-c2ccccc2)c1=O	-1.3

6 entries from above, with bars between the fields:
Molecule | TTR transcr act
Cc1ccccc1-c1nn2c(-c3ccccc3)nnc2s1 | -0.8
CCCC(=O)C1=C(SCC)CC(C)(C)C(C(=O)OC)C1=O (stereo not given) | -0.1
CCC(C(=O)NCc1ccco1)N(C(=O)CNS(=O)(=O)c1ccccc1)C1CCCCC1 (stereo not given) | 1.3
Cc1ccc(S(=O)(=O)CC(=O)c2ccc([N+](=O)[O-])cc2)cc1 | -1.0
Cc1ccc(SCc2[nH]nc3c2C(C(C)C)C(C#N)=C(N)O3)cc1 (stereo not given) | -0.7
CCOC(=O)c1c(NC(=O)CN2C(=O)NC(C)(c3ccccc3)C2=O)sc(C)c1C (stereo not given) | 2.7

The listing picks up with the two entries that preceded the break.
SMILES	TTR transcr act
Cc1ccc(C(=O)Oc2ccc(/C=N/NC(N)=O)cc2)cc1	0.1
Cc1cc(C(=O)COC(=O)c2cccnc2Cl)c(C)n1-c1c(C)n(C)n(-c2ccccc2)c1=O	-1.3
CCOc1cc(/C=N\NC(=O)c2ccc(NC(=O)C(C)(C)C)cc2)ccc1OC(=O)c1ccc(OC)cc1	2.2
Fc1ccc(OCCn2cnc(Cl)c2Cl)cc1	1.1
C=CCSc1nnc2c(n1)OC(C)=Nc1ccc(Br)cc1-2	-0.7
Cc1ccc(-c2nn(C)c(=O)c3ccccc23)cc1CNC(=O)NC1CCCCC1	1.1
Fc1ccc(N2CCN(c3nc(CN4CCOCC4)nc4scc(-c5ccccc5)c34)CC2)cc1	0.7
COc1ccc(/C(C)=N/NC(=O)CNC(=O)c2cccs2)cc1	-1.2
CC(Oc1ccc(Br)cc1)C(=O)Nc1ccc(S(=O)(=O)N(C)C2CCN(C)CC2)cc1 (stereo not given)	-2.8
CCOC(=O)c1cc(-c2ccccc2)n(CC(=O)NC(C)(C)C)c1C	1.0
O=C(Nc1ncc2c(n1)-c1ccccc1OC2)c1ccccc1Cl	0.0
Cc1cc(NC(=O)CSc2nc3c(c(=O)n2Cc2ccccc2)SC(C)C3)no1 (stereo not given)	-0.6

A few values from the list:
COc1ccc(/C(C)=N/NC(=O)CNC(=O)c2cccs2)cc1 @ TTR transcr act = -1.2
Cc1cc(NC(=O)CSc2nc3c(c(=O)n2Cc2ccccc2)SC(C)C3)no1 (stereo not given) @ TTR transcr act = -0.6

(further entries)
SMILES	TTR transcr act
CCCC(=O)N1CCCC1(C)C(=O)Nc1ccc2c(c1)CCN2C(C)=O (stereo not given)	1.0
CC(Sc1nnc(C2CC2)n1Cc1ccccc1)C(=O)N1CCNC1=O (stereo not given)	-1.4
CC(=O)c1ccc(OCC(=O)N2CCN(S(=O)(=O)c3ccc(Br)s3)CC2)cc1	0.1
C[C@@H]1CN([C@@H](C)CO)C(=O)c2cccc(NS(C)(=O)=O)c2O[C@H]1CN(C)Cc1ccc(C(=O)O)cc1	5.0
Cc1cc(C)cc(C(O)c2ncc(-c3ccc(Cl)cc3)[nH]2)c1 (stereo not given)	-2.3
C=CCOc1ccccc1CN1CCSCC1	0.6
O=C(CC1CC2CCC1C2)N1CCN(S(=O)(=O)c2ccccc2F)CC1 (stereo not given)	0.3
CCC(=O)Nc1cc(-c2nn(CC(=O)N3CCCCC3)c(=O)c3ccccc23)ccc1N1CCOCC1	0.0
CC1(c2nnnn2Cc2ccccc2)CSCC(=O)N1Cc1cccs1 (stereo not given)	-0.5
CCc1nnc(NS(=O)(=O)c2ccc(NC(=O)Nc3ccc(OC)cc3)cc2)s1	-1.6
COc1ccccc1C(=O)NC(=O)COC(=O)CCS(=O)(=O)c1ccc(C)cc1	0.3
O=C(CCCCC(=O)Nc1ccc(F)cc1F)Nc1ccc(F)cc1F	-1.1
O=C(COC(=O)c1cc(=O)[nH]c2ccccc12)NC1CCCCC1	12*
